# DNMT1 inh: inhibitors of human DNMT1 | P26358 | DNMT1 molecular beacon, Hinp1I cleavage, fluorescence | inhibition (reported as % activation of signal), % at 10 µM | AID 588458 | 360,000 compounds, 0.83% hits; in the data active = inhibition above about 50%
# NadD block: inhibitors of Staphylococcus aureus NadD. purified NadD enzyme, colorimetric absorbance read-out. AID 602399. inhibition, % at 20 µM. 360,000 compounds, 0.78% hits; in the data active = inhibition above about 26%; also: some compounds past the cut are filed as inactive
# STEP inh: blocks human striatal-enriched tyrosine phosphatase; recombinant STEP, OMFP fluorogenic substrate, fluorescence; inhibition, % at 20 µM; 360,000 compounds, 0.25% hits;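 active = inhibition at 20 µM, scaled per plate between control wells, above about 37%, limit read from the data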;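 also: 0% = DMSO with enzyme and substrate and 100% = substrate only without enzyme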
# Target sequence (P54829 whole entry, looked up): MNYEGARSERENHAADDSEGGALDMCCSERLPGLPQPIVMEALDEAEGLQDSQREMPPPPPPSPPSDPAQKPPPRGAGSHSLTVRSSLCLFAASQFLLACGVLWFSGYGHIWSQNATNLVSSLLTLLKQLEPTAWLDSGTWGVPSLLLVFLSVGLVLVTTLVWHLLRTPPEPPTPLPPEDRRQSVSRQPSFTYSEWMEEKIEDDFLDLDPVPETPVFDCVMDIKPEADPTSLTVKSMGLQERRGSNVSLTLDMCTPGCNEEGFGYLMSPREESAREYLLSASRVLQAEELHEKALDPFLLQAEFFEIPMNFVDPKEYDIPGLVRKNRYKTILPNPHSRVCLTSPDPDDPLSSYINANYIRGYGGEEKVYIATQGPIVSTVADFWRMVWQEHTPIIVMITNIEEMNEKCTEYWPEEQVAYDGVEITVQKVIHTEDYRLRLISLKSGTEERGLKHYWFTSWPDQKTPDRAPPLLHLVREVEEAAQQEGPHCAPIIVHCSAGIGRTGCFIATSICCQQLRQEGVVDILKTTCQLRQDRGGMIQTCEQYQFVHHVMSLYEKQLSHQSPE
#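 medium = Bis-Tris buffer pH 6.0, 2.5 mM DTT, 0.005% Tween 20 | test system = STEP (striatal-enriched tyrosine phosphatase) enzyme, cell-free | measure = normalized % inhibition | compound dosing = 20 µM, 1% DMSO | also added = 25 µM OMFP | schedule = reaction 20 min, ambient temperature | measured by = fluorescence read at 480 nm ex / 540 nm em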
# Scp-1 inhibitor: Scp-1 (human) phosphatase inhibition; AID 493091; inhibition, % at 20 µM; Recombinant Scp1, phosphopeptide, malachite green phosphate absorbance; 340,000 compounds, 0.88% hits; Q9GZU7;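 active = inhibition above about 50% at 20 µM, limit read from the data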;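 also: plate controls were DMSO wells with enzyme for no effect and wells lacking enzyme for full effect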
# Target sequence (Q9GZU7 76-261 limits assumed): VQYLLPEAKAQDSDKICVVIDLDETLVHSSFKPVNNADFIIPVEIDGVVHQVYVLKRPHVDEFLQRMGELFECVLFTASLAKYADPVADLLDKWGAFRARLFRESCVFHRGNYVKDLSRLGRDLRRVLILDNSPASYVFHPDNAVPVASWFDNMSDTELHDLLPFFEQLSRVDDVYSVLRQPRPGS
#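 Test system – truncated SCP-1 phosphatase (76-261aa) · Reagent – Phosphorylated 17-residue peptide substrate · Incubation – 45 min room-temperature reaction, 5 min colour, 30 min stabiliser · Detection – colorimetric phosphate reagent with accelerator and stabiliser, absorbance at 630 nm · Measure – % inhibition at 20 µM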
# Neddyl block: inhibitors of human cullin neddylation. TR-FRET cullin neddylation, biochemical. calls only at 25 µM. AID 651699. P61081+Q13564. 360,000 compounds, 0.58% hits; in the data active = inhibition above about 36%
# Rin1-Abl PPI inh: human Rin1-Abl interaction inhibition; 360,000 compounds, 0.4% hits; inhibition, % at 7.35 µM; TR-FRET Rin1/Abl binding, biochemical; AID 588664; in the data active = inhibition above about 5%, passing the limit was not always enough
# CSN inh: inhibitors of human CSN-mediated cullin deneddylation. 360,000 compounds, 0.38% hits. Purified CSN, SCF-Nedd8-OG deneddylation, fluorescence polarization. Q92905. inhibition, % at 12.5 µM;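 active = pattern-corrected inhibition above about 35%, with an unprinted fluorescence ratio check between 0.5 and 1.5, limit read from the data, passing the limit was not always enough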;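 also: 0% = enzyme with substrate and 100% = substrate without enzyme; some results filed as inactive read as strong as hits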
#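 Test system: Human Csn5 produced in HEK293T cells | Compound: 12.5 µM single point | Times: 90 min, room temperature | Signal: Fluorescence polarization readout | Read-out basis: % inhibition of substrate cleavage by Csn5 | Controls: no-enzyme wells high, enzyme-with-substrate wells low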
# LMPTP block: LMPTP (human) inhibition; P24666; recombinant LMPTP-A, OMFP fluorogenic substrate, fluorescence intensity; inhibition, % at 20 µM; 360,000 compounds, 0.22% hits; AID 651560;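 active = compounds that cut the enzyme signal by at least half of the control window in the single-dose screen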;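 also: plate controls were DMSO wells with enzyme plus substrate for no effect and substrate without enzyme for full effect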
# Target sequence (P24666 whole entry, looked up): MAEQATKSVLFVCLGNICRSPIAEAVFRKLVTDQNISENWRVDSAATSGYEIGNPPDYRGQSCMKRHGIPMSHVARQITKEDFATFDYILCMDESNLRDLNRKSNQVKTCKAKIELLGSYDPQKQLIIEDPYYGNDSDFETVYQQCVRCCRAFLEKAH
#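 Assay system: LMPTP-A, protein tyrosine phosphatase of low molecular weight / Medium: pH 6.0 Bis-Tris buffer with DTT and Triton X-100 / Schedule: 50 min enzyme reaction at room temperature, protected from light / Measured by: endpoint fluorescence intensity from OMFP dephosphorylation / Read-out basis: % inhibition relative to no-enzyme and uninhibited control wells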
# Rpn11 inh: blocks the human proteasome subunit Rpn11 | human 26S proteasome, Ub4-pepOG fluorescence polarization; 20S core pre-blocked with epoxomicin | calls only at 20 µM | 360,000 compounds, 0.59% hits | AID 588493;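 active = inhibition at 20 µM, scaled to each plate's controls, above about 33%, limit read from the data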
# SUMO1-SIM PPI: SUMO1-SIM interaction modulation; 360,000 compounds, 0.33% hits; P63165; SUMO1 binding to a labelled peptide, TR-FRET, 1 h; inhibition, % at 20 µM; AID 602429; in the data active = inhibition above about 37%
# Active calls of the source: *; i = inactive; . = not tested or not shown; + = active, no number.
SMILES,DNMT1 inh,NadD block,STEP inh,Scp-1 inhibitor,Neddyl block,Rin1-Abl PPI inh,CSN inh,LMPTP block,Rpn11 inh,SUMO1-SIM PPI
CCC(=O)Nc1cc(C(=O)OCC(=O)c2ccc(Cl)cc2Cl)ccc1C,4,-4,0,-8,i,0,-3,-0.8,i,-2
COc1ccc(C(=O)Nc2ccc(C)c(S(=O)(=O)N3CCCCCC3)c2)cc1,0,-3,0,-4,i,2,-10,2.3,i,8
CC1CCN(C(=O)CSc2nnc(-c3ccccc3F)o2)CC1,0,-1,2,-4,i,3,4,-0.7,i,54*
C=CCN1c2ccccc2[C@]23C[C@@H](C(=O)OC)N(C(=O)C4CCC4)C2=NC(C(=O)OC)=C(C(=O)OC)[C@H]13,-14,0,0,-6,i,1,1,2.3,i,6
COc1cccc(NC(=O)CN2CCc3ccccc3C2)c1,-2,0,1,9,i,-1,4,0.6,i,3
C[C@H]1CN([C@@H](C)CO)C(=O)c2cc(NC(=O)C3CCCCC3)ccc2O[C@H]1CN(C)CC1CCCCC1,2,-4,4,-3,i,3,-5,-0.2,i,6
O=C(Cn1nc(-c2ccccc2)ccc1=O)Nc1ccc(NC(=O)c2ccccn2)cc1,49,9,2,-3,.,0,16,2.7,i,-4
Nc1nc(SCC(=O)NCc2ccccc2)n[nH]1,2,3,0,-18,i,-2,6,0.9,i,11
CCOC(=O)N1CCN(C2CC(=O)N(c3ccc(C)cc3)C2=O)CC1 (centres undefined),3,-1,-2,-2,i,0,-2,0.0,i,-2
COc1ccc(C(=O)n2c(C)c(CCO)c(=O)n2C)cc1,0,1,0,-2,i,0,0,-1.2,i,-2
CCN(CC(=O)Nc1ccccc1C(F)(F)F)C(=O)CN1C(=O)NC(C)(c2ccccc2)C1=O (centres undefined),3,-5,2,-6,i,3,-4,0.0,i,4
CCCCCCn1c(=O)c(Cc2ccccc2)c(O)c2ccccc21,0,0,1,-1,i,0,3,1.9,i,5
CC(C)(C)CC(C)(C)NC(=O)c1ccccc1,2,-1,1,4,i,0,-1,0.8,i,0
Cc1ccc(S(=O)(=O)N2CCN(C(=O)c3cccc(F)c3)CC2)cc1,2,-7,-1,1,i,-1,2,-1.9,i,-4
O=S(=O)(NCCN1CCOCC1)c1cccs1,-2,-3,12,-1,i,2,0,-0.2,i,7
COc1ccc(NC(=O)COc2cccc(C(F)(F)F)c2)cn1,-3,2,-2,-5,i,1,-8,-0.5,i,0
COc1cccc(/C=N/NC(=O)CSc2ccccc2C)c1OC,-4,-5,2,-3,i,-2,-2,0.8,i,-2
O=C(OCC#CCSc1nnc(-c2cccc3ccccc23)o1)c1cnc[nH]1,9,2,-2,-2,i,-2,-1,-0.4,i,-12
CCN(CC)CCCNC(=O)c1cc(Nc2ccc(OC)cc2OC)nc2ccccc12,0,-4,0,-11,i,-3,-7,-0.7,i,-7
O=C(O)c1cc(NN=C2c3ccccc3-c3ccccc32)ccc1Cl,8,6,2,20,i,-1,6,1.4,i,20
COc1ccc(C(C)(C)C)cc1NC(=O)COC(=O)c1ccc([N+](=O)[O-])o1,-11,-10,0,-4,i,2,0,0.0,i,-4
Cc1cccc(N2CCN(C(=O)C(Cc3ccccc3)NC(N)=O)CC2)c1C (centres undefined),-4,0,1,-7,i,2,-4,0.1,i,0
Cc1cc(C)cc(NC(=O)c2cccc(NC(=O)c3ccco3)c2)c1,4,-9,-1,-19,i,-1,-1,1.4,i,-3
Cc1cccc(-c2nc3c(c(SCC(=O)N4CCCC4)n2)COC(C)(C)C3)c1,0,-5,-1,-3,i,-4,4,-0.2,i,3
O=C1CC(NS(=O)(=O)c2ccc3ccccc3c2)CN1c1ccccc1 (centres undefined),-3,-3,1,-10,i,-1,-2,0.2,i,-3
CC(C)[C@H](NC(=O)N1CCn2c1nc1ccccc12)C(=O)NC1CC1,1,-5,0,-9,i,3,-4,-0.5,i,2
Cc1cc2nc(SCCOC(=O)Nc3ccccc3)nc(C)c2cc1C,-4,-2,-2,-7,i,-1,-2,2.5,i,3
C[C@@H]1CN([C@@H](C)CO)C(=O)CCCn2nncc2CO[C@@H]1CN(C)C(=O)Nc1ccc(C(C)(C)C)cc1,0,-1,0,.,i,0,0,-2.2,i,3
CC1(C(=O)O)CCC(C(=O)Nc2ccccc2)C1(C)C (centres undefined),4,5,-1,-5,i,4,-5,-0.5,i,-3
CC1(C(=O)NC2CCCCCCC2)CC1(Cl)Cl (centres undefined),3,-4,1,-4,i,-1,0,1.0,i,2
CCN=C1SC(C(=O)Nc2ccc(OCC)cc2)CC(=O)N1CC (centres undefined),4,-1,2,4,i,3,-7,5.3,i,0
CC(C)c1cccc(C(C)C)c1NC(=O)CNCc1ccccc1F,3,-2,1,-3,i,6,-2,-0.8,i,-4
CCN(CC)C(=O)c1cc2c(=O)n3ccccc3nc2s1,1,2,0,-1,.,-8,-2,0.6,i,-32
CC(=O)c1ccc(S(=O)(=O)NCCC(=O)NC(C)c2ccncc2)cc1 (centres undefined),3,-2,-1,2,i,-3,-2,0.6,i,-2
Cc1c(C(=O)NC2CCCCC2C)oc2ccccc12 (centres undefined),0,-3,-4,-13,i,0,-1,0.3,i,4
CN(C)/C=N/c1nc2nccc(-c3cccs3)n2n1,0,-4,5,-6,i,-5,-6,-0.7,i,-12

# Part of the list above, field by field.
> CC(C)c1cccc(C(C)C)c1NC(=O)CNCc1ccccc1F
  DNMT1 inh = 3
  NadD block = -2
  STEP inh = 1
  Scp-1 inhibitor = -3
  Neddyl block = i
  Rin1-Abl PPI inh = 6
  CSN inh = -2
  LMPTP block = -0.8
  Rpn11 inh = i
  SUMO1-SIM PPI = -4

> CCN(CC)C(=O)c1cc2c(=O)n3ccccc3nc2s1
  DNMT1 inh = 1
  NadD block = 2
  STEP inh = 0
  Scp-1 inhibitor = -1
  Neddyl block = .
  Rin1-Abl PPI inh = -8
  CSN inh = -2
  LMPTP block = 0.6
  Rpn11 inh = i
  SUMO1-SIM PPI = -32

> CC(=O)c1ccc(S(=O)(=O)NCCC(=O)NC(C)c2ccncc2)cc1 (centres undefined)
  DNMT1 inh = 3
  NadD block = -2
  STEP inh = -1
  Scp-1 inhibitor = 2
  Neddyl block = i
  Rin1-Abl PPI inh = -3
  CSN inh = -2
  LMPTP block = 0.6
  Rpn11 inh = i
  SUMO1-SIM PPI = -2

> Cc1c(C(=O)NC2CCCCC2C)oc2ccccc12 (centres undefined)
  DNMT1 inh = 0
  NadD block = -3
  STEP inh = -4
  Scp-1 inhibitor = -13
  Neddyl block = i
  Rin1-Abl PPI inh = 0
  CSN inh = -1
  LMPTP block = 0.3
  Rpn11 inh = i
  SUMO1-SIM PPI = 4

# (cont.)
SMILES,DNMT1 inh,NadD block,STEP inh,Scp-1 inhibitor,Neddyl block,Rin1-Abl PPI inh,CSN inh,LMPTP block,Rpn11 inh,SUMO1-SIM PPI
CCn1c(SCC(=O)Nc2ccc(N(C)C)cc2)nnc1C1CC1,-3,4,-1,-5,i,4,-5,1.0,i,5
Cc1ccc(S(=O)(=O)NC2CCCCCC2)cc1C(N)=O,0,-3,1,4,i,-3,-1,-0.7,i,0
O=c1nc(Nc2ccc(Br)cc2)sc2ccc([N+](=O)[O-])cc12,54*,27,5,40,i,-1,46*,45,+,-54
Cc1ccc(C)c2[nH]c(=O)c(CN(Cc3cccnc3)C(=S)NCc3ccco3)cc12,0,6,1,6,i,0,3,1.0,i,-1
O=C(CCCc1nc2ccccc2s1)NCc1ccccc1,-1,-1,0,-10,i,-3,2,-1.3,i,-2
COc1cc(SC)ccc1C(=O)NCCN1CCOCC1,0,-2,-1,-5,i,-1,5,-0.1,i,0
CCOC(=O)c1sc2nc(C)nc(SCC(N)=O)c2c1C,-3,-2,0,-4,i,-2,9,-0.3,i,-15
O=C(CC1CCCC1)N1CCN(S(=O)(=O)c2c(F)cccc2F)CC1,-5,-3,2,.,i,-4,-1,-1.9,i,1
Cc1cn([C@H]2C[C@H](O)[C@@H](CCC(=O)NCc3ccc4c(c3)OCO4)O2)c(=O)[nH]c1=O,4,-4,-2,.,i,6,0,-0.9,i,1
Cc1cc(=O)[nH]c(SC(C)C(=O)Nc2cccc3ccccc23)n1 (centres undefined),3,2,-1,-4,i,1,2,0.5,i,-4
COc1ccc(C(=O)N2N=C3CC(C)(C)OCC3C2c2ccccc2)cc1 (centres undefined),-1,3,-3,-7,i,1,-4,-2.6,i,0
Cn1nnnc1SCC(=O)Nc1ccccc1Cl,5,-3,-2,-10,i,3,-3,-1.2,i,1
O=C1CC(Sc2nnnn2C2CCCCC2)C(=O)N1c1ccccc1 (centres undefined),1,0,1,-3,i,7,1,-0.3,i,1
COc1cccc(CN(C)CC(=O)Nc2ccccc2N2CCOCC2)c1OC,0,-4,-2,-2,i,-1,4,3.8,i,1
Cc1ccc(S(=O)(=O)N2CCN(C(=O)C3CSC4(C)CCC(=O)N34)CC2)cc1C (centres undefined),0,-2,-1,-6,i,5,0,-0.1,i,4
C=CCc1cc(C)ccc1OCCOCCn1ccnc1,0,0,0,3,i,4,-1,-1.9,i,6
Nc1cc(N)nc(SCC(=O)Nc2ccc(Br)cc2Cl)n1,1,6,3,1,i,1,-4,0.6,i,2
O=[N+]([O-])c1ccc(-[n+]2nc(-c3ccccc3)nn2-c2ccccc2)cc1,1,2,-2,0,i,-1,0,0.3,i,-39
Cc1nn(C(C)C(=O)Nc2sc3c(c2C#N)CCCC3)c(C)c1[N+](=O)[O-] (centres undefined),6,2,-2,-12,i,3,3,0.7,i,-1
NC(=S)NC(=O)c1ccccc1,0,-6,4,-6,i,-1,-2,-1.4,i,0
